Bioassay records (PubChem BioAssay)
NTR1 agonist: agonists of NTR1, primary screen, imaging, U2OS cells, beta-arrestin-GFP, high content (AID 493036); NTR1-U2OS beta-arrestin-GFP spot imaging, agonist mode; 0.17% of 330,000 active; activation, % at 20 µM;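 active = activation at or above 40% of the spot to cytoplasm intensity ratio, with at least 20 cells analyzed; inconclusive = wells under 20 cells, flagged as cytotoxic or low count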;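 also: 0% = DMSO without peptide and 100% = 100 nM NTR1 peptide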
Target sequence (P30989 whole entry, looked up): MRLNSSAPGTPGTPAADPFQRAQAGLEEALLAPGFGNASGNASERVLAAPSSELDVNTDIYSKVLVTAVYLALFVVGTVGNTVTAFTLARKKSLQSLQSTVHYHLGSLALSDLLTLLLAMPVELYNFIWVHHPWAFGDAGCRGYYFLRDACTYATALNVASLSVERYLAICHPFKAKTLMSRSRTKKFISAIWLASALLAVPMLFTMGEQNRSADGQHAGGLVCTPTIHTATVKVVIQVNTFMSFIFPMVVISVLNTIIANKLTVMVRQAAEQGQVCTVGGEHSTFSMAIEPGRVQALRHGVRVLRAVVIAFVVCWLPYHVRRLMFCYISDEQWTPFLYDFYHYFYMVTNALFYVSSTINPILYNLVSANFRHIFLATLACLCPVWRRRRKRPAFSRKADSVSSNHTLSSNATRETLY
RSV antiviral HEp-2: inhibition of RSV-induced cytopathic effect – HEp-2 cells, primary 10 µM value included (AID 2391). HEp-2 cells, RSV-induced CPE inhibition; higher % means a stronger effect. CPE inhibition, % at 10 µM, or IC50 in µM where a hit was titrated. 0.13% of 310,000 active; in the data active = a potency from the dose series; inconclusive = CPE inhibition mostly from about 23% at the one dose, without a potency; inactive = the rest, 99 in 100 with CPE inhibition below about 21%; also: strong numbers were not always called active
MgcRacGAP inhibition: MgcRacGAP GTPase-activating activity inhibitors, confirmation, biochemical, ADP Hunter fluorescence. MgcRacGAP-stimulated Rac1 GTP hydrolysis, ADP Hunter fluorescence; higher % means a stronger effect; GST-tagged Rac1 F28L mutant substrate. one-dose inhibition, % at 30 µM; IC50 in µM for titrated hits. 0.6% of 340,000 active. AID 624330;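 active = first-screen hits whose inhibition reached a set limit at any dose in the follow-up dose series; inconclusive = inhibition above the set first-screen limit but never retested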;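 also: fluorescence reports GDP produced by GAP-driven GTP hydrolysis; strong numbers were not always called active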
Salmonella PhoP GFP: inhibitors of PhoP regulon expression, primary screen, Salmonella Typhimurium, GFP reporter (AID 1863) | 0.16% of 300,000 active | one-dose inhibition, % at 50 µM; IC50 in µM for titrated hits | S. Typhimurium PhoP-regulated promoter GFP reporter, 4 h; higher % means a stronger effect;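 active = inhibition over 29.93%, a cutoff 3 SD above the screen mean, later confirmed by dose response; inconclusive = inhibition over 29.93% but no dose response follow-up; inactive = inhibition at most 29.93% or unconfirmed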;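 also: 0% = low Mg2+ inducing control and 100% = high Mg2+ repressing control; strong numbers were not always called active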
SV40 large T antigen: TAg ATPase/helicase activity blockers – biochemical (AID 1903); SV40 large T antigen ATPase/helicase inhibition assay; higher % means a stronger effect; inhibition, % at 20 µM; hits with a dose series show IC50 in µM; 0.39% of 310,000 active; in the data active = a potency from the dose series; inconclusive = inhibition mostly from about 32% at the one dose, without a potency; inactive = the rest, 99 in 100 with inhibition below about 32%; also: strong numbers were not always called active
T cell modulator: T cell immune modulators affecting CD8 T cell-vesicle binding | 2C CD8+ T cell-vesicle binding, flow cytometry; hits give low values | calls only at 7 µM | 0.068% of 330,000 active | AID 2052;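 active = response, share of CD8 T cells binding vesicles, and their 90th percentile fluorescence all below set limits, cut at about 80% in these data, passing the limit was not always enough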
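Material: 2C TCR transgenic mouse naive CD8+ T cells, MACS-purified. Also added: QL9-charged Drosophila Ld/ICAM-1/B7-1 vesicles. Timing: binding 1.5 h at 37 °C. Measured by: high-throughput flow cytometry with anti-B7-1 and anti-CD8 staining. Read-out: percent CD8+ FL2 mean versus row control. Controls: Unloaded micro-vesicles (low), QL9 vesicles with 0.7% DMSO (high).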
Myeloid diff MLP: compounds promoting myeloid differentiation; AID 624256; 1% of 360,000 active; ER-HoxA9 myeloid progenitors, lysozyme-GFP differentiation, flow cytometry; calls only at 10 µM;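 active = normalized GFP-positive differentiation at or above the plate's own cutoff, the solvent-only control mean plus 3 SD; inconclusive = no clear call, values can overlap the other calls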;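 also: cells exposed to compound for four days before flow analysis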
K1F lysis inhibition: inhibition of K1F phage lysis, E. coli UTI89, bacterial capsule biogenesis inhibitors, alamar blue (AID 488966). E. coli UTI89 K1F phage lysis, alamar blue, 2 h; higher % means a stronger effect. one-dose inhibition, % at 100 µM; IC50 in µM for titrated hits. 0.02% of 340,000 active;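 active = phage lysis inhibition, versus mean bacterial control, above a set limit; inconclusive = no clear call, values can overlap the other calls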;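 also: capsule biogenesis inhibitors block K1F phage lysis so surviving cells raise fluorescence; higher fluorescence means more inhibition of phage lysis; actives were called in the ten point dose series up to 300 µM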
TNAP activation fold: stimulation of alkaline phosphatase TNAP activity – biochemical, luminescent, no phosphate acceptor, uHTS, primary screen (AID 1001); purified TNAP, luminescent activation assay, no phosphate acceptor; higher activation fold means a stronger effect; activation fold at 20 µM; hits with a dose series show EC50 in µM; 0.03% of 200,000 active; in the data active = activation fold from about 3, or a potency from the dose series; inactive = the rest, 99 in 100 with activation fold below about 1.6; also: many of its hits are not listed in these tables
T cell modulator vesicle-bound %: also measured in T cell modulator; calls as there; double positive events, %; measured here: CD8+ vesicle-bound cell fraction;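 binding gate set so that unloaded-vesicle control wells show 10% double positive cells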
NTR1 agonist cell count 20 µM: further read-out of NTR1 agonist, marked with its call; cell count; measured here: cell count, cytotoxicity flag
Myeloid diff MLP GFP+ MAC1+ %: further read-out of Myeloid diff MLP, marked with its call; GFP+ MAC1+ double positive, %; measured here: differentiation confirmed by MAC1 staining
* = called active by the depositor; i = inactive; ? = inconclusive; nt = no result given; [ ] = another dose, or the depositor's remark. Not a hit list; 2.3% or so of the library scored in one or more.

Values run as follows: NTR1 agonist	NTR1 agonist cell count 20 µM	RSV antiviral HEp-2	MgcRacGAP inhibition	Salmonella PhoP GFP	SV40 large T antigen	T cell modulator	T cell modulator vesicle-bound %	Myeloid diff MLP	Myeloid diff MLP GFP+ MAC1+ %	K1F lysis inhibition	TNAP activation fold
CC(C)(C)OC(=O)NCCNC(=O)c1cccs1
    0.3	53	1.4%	7.7%	-2.3%	3.1%	i	23.5	i	0.4	-0.4%	nt
O=c1[nH]c2cc3c(cc2cc1C(c1nnnn1C1CCCCC1)N1CCSCC1)OCCO3 (centres undefined)
    2.4	85	0.1%	6.6%	-11.8%	3.5%	i	59.6	i	0.9	1.1%	1.1
CC1CCCN(CCC(=O)Nc2ccc(F)c(F)c2)C1 (centres undefined)
    -0.3	65	-0.1%	9.8%	-3.1%	16.2%	i	11.7	i	0.2	0.9%	nt
COCCNCc1ccccc1
    -1.3	48	1.6%	-2.6%	-30.9%	9.1%	i	48.9	i	2.4	-0.8%	1
COc1ccc(S(=O)(=O)NCc2ccc3c(c2)cc(C)n3C)cc1
    -2.1	63	0.5%	16.5%	10.9%	13.3%	i	11.7	i	3.2	-0.7%	1.1
CCNc1nc(SCCOc2ccccc2)nc(N(C)C)n1
    2.1	65	1.5%	17.7%	-8.3%	10.1%	i	61.5	i	5.1	0.5%	1.1
CC(=O)N(CCC(c1ccccc1)c1ccco1)Cc1cccs1 (centres undefined)
    -0.9	49	2.9%	6.5%	-7.5%	-5.0%	i	60.4	i	0.5	-1.5%	1
CCOC(=O)Cn1c(=NC(=O)c2sc3ccccc3c2Cl)sc2cc(S(N)(=O)=O)ccc21
    nt	nt	-1.2%	9.2%	-2.5%	7.3%	i	27.0	i	1.7	1.4%[50 µM]	1.2
COc1ccc(C(=O)NC2CC2)cc1OC1CCN(Cc2ccc(F)cc2F)CC1
    -0.5	60	0.1%	1.6%	2.7%	10.5%	i	25.8	i	0.9	-0.3%	nt
CC1CC(C)CN(S(=O)(=O)c2ccc(NC(=O)[C@@H]3CCCN3C(=O)c3cccs3)cc2)C1 (some centres undefined)
    0.9	89	3.5%	3.6%	nt	nt	i	25.3	i	0.4	0.5%[50 µM]	nt
O=C(Nc1ccc2c(c1)OCO2)c1noc2c1CCCCC2
    1.0	57	3.8%	-2.4%	3.5%	10.9%	i	34.2	i	5.6	5.3%	1.1
Cc1ccc(O)c(N=Nc2nccs2)c1
    1.8	50	13.5%	2.8%	nt	nt	i	24.2	?	nt	0.2%[50 µM]	nt
O=C(Nc1ccccc1)N1CCCC(c2nc(-c3cccs3)no2)C1 (centres undefined)
    -0.9	58	-0.2%	6.1%	-2.2%	7.7%	i	36.4	i	8.4	i	1.1
C=C(C)CN(CC)C(=O)CCc1nnc(CCCc2ccccc2)o1
    -0.9	98	0.0%	0.4%	-3.3%	12.3%	i	53.3	i	0.1	-1.8%	1.1
O=C(CSc1nc(Nc2ccccc2)nc(N2CCOCC2)n1)NC1CCCCC1
    2.1	62	3.4%	8.4%	-4.7%	26.5%	i	31.3	i	1.1	0.1%	nt
Cc1ccc(S(=O)(=O)Nc2cc(=O)[nH]c(SCC(=O)Nc3ccccc3Cl)n2)cc1
    nt	nt	nt	7.2%	-0.9%	12.1%	nt	nt	i	0.3	-0.5%	1
O=C(C1=C[C@@H](c2csc3ccccc23)C[C@@H](OCc2ccc(CO)cc2)O1)N1CCOCC1
    -4.7	91	10.2%	11.3%	-9.2%	6.1%	i	13.8	i	1.3	0.5%	1.1
COc1ccc(/C=N/NC(=O)c2cccc(OC(F)(F)C(F)F)c2)c(OC)c1OC
    3.1	73	2.7%	3.2%	-2.3%	3.8%	i	49.3	i	0.3	-0.8%[50 µM]	1
O=C(c1cccc(N2CCCC2=O)c1)N1CCOCC1
    -0.2	77	1.1%	12.0%	0.2%	23.1%	i	39.1	i	1.2	0.1%	1.1
Cc1ccc(NC(=O)c2ccc(OC(=O)c3cc4ccccc4o3)cc2)cc1
    22.9	92	2.5%	4.6%	-10.4%	2.5%	i	53.7	i	1.0	-1.7%	1
CC(C)(CO)NS(=O)(=O)c1ccc2c(c1)Cc1cc(S(=O)(=O)NC(C)(C)CO)ccc1-2
    3.0	56	1.1%	12.2%	-0.2%	3.7%	i	52.5	i	0.3	-0.1%	nt
Cc1ccc(Nc2nnc(SCC(=O)NC3CCCc4ccccc43)s2)cc1 (centres undefined)
    9.4	63	17.6%	14.0%	-13.4%	10.2%	i	49.5	i	0.9	1.2%[50 µM]	1.3
CC(C)CC(=O)NCCc1ccncc1
    0.9	73	1.2%	6.6%	3.4%	12.3%	i	32.8	i	0.8	0.7%	1.2
O=C(Nc1ccc(N2CCOCC2)cc1)c1nc2ccccc2s1
    0.3	55	0.7%	6.5%	1.7%	9.4%	i	36.3	i	0.1	-0.2%	nt
CC(=O)Nc1ccc(Nc2cc(-c3ccccc3)nc3ncnn23)cc1
    -0.2	66	1.1%	5.3%	-3.5%	22.1%	i	38.6	i	0.1	-0.2%	1.1
CC(C)NC(=O)COC(=O)c1ccc(Oc2ccccc2)cc1
    1.7	75	1.3%	3.6%	-9.3%	18.5%	i	5.1	i	1.6	1.0%	1.2
Cc1ccc2nc(-c3ccc(NC(=O)CN4C(=O)c5ccccc5C4=O)cc3)sc2c1
    1.3	43	2.9%	2.5%	-19.9%	11.9%	i	34.6	i	0.5	3.9%	1
Cc1nnc(SCC(=O)Nc2nnc(SCc3cccc(Br)c3)s2)s1
    -2.2	59	0.5%	12.8%	-6.5%	-49.2%	i	41.3	i	0.3	0.0%	1.1
O=C1OC[C@@H]2CCCN2C(=O)[C@@H](CC(=O)N(CCO)Cc2ccccc2)C/C=C\CC[C@H]1Cc1ccc(F)cc1
    6.3	52	nt	-3.9%	nt	nt	i	20.1	i	0.1	0.5%	nt
COc1ccc(CNC(=O)c2cc(-c3cc(C)cc(C)c3O)n[nH]2)cc1
    7.8	54	46.5%	5.5%	-7.6%	13.8%	i	18.7	i	0.3	0.0%	nt
CC1CCCCC12NC(=O)N(CC(=O)N1CCc3ccccc3C1)C2=O (centres undefined)
    1.5	47	nt	6.4%	nt	nt	nt	nt	i	0.2	1.6%[50 µM]	nt
CSCCC(NS(=O)(=O)/C=C/c1ccccc1)C(=O)N1CCC(C)CC1 (centres undefined)
    7.5	83	1.2%	14.0%	8.8%	2.9%	i	23.1	i	1.0	-1.6%	nt
CC1CCN(S(=O)(=O)c2cccc(-c3csc(-c4cccnc4)n3)c2)CC1
    12.6	47	4.6%	7.1%	5.7%	1.4%	i	10.4	i	0.7	-0.4%	1.1
CCOC(=O)N1CCN(C(=O)c2n[nH]c(=O)c3ccccc23)CC1
    0.3	51	1.5%	6.9%	-8.2%	0.4%	i	38.7	i	0.0	1.0%	1.1
CC(=O)NC1CC(C)(C)N(OC(C)=O)C(C)(C)C1
    nt	nt	nt	3.7%	7.4%	0.4%	nt	nt	i	2.0	-0.2%	1.1
O=C(NN=C1c2ccccc2-c2ccccc21)c1cccc(Br)c1
    -1.2	34	1.7%	7.7%	6.1%	2.0%	i	38.9	i	0.3	2.7%	1.7
COc1ccc(Cl)cc1NC(=O)NC1CCCCC1
    5.1	42	-0.9%	11.6%	1.0%	7.4%	i	8.7	nt	nt	-0.1%	1
O=C(CSc1nc2c(c(=O)n1-c1ccccc1)SCC2)N1CCN(c2ccccc2)CC1
    7.8	63	2.6%	7.3%	11.3%	18.8%	i	56.7	i	5.0	2.3%	1.1
CCCNC(=O)CSc1nc2[nH]ncc2c(=O)[nH]1
    -1.7	73	0.4%	0.5%	-8.9%	12.3%	i	60.8	i	0.5	0.1%	1.1
CCOC(=O)c1[nH]cnc1C(=O)Nc1cccc(N)n1
    1.8	40	-1.6%	8.7%	6.8%	5.8%	i	2.8	nt	nt	-0.2%	1.1
CCOC(=O)/C(=C\c1c[nH]c2ccccc12)NC(C)=O
    -0.5	44	0.7%	-1.4%	1.4%	12.3%	i	41.4	i	0.7	1.7%	1
CC(=O)c1ccc(-c2ccc(C(=O)N(C)c3c(N)n(Cc4ccccc4)c(=O)[nH]c3=O)o2)cc1
    1.7	53	-0.7%	11.3%	0.9%	11.2%	i	34.0	i	1.0	0.7%[50 µM]	nt
CC[C@@H](C)C(NC(=O)OC(C)(C)C)c1cn([C@@H](Cc2ccc(O)cc2)C(=O)N2CCN(C(=O)OC(C)(C)C)CC2)nn1 (some centres undefined)
    4.0	52	0.7%	14.1%	8.1%	3.6%	i	38.0	i	0.5	1.6%	1.1
COc1ccc(S(=O)(=O)NCc2ccco2)cc1C(=O)N1CCOCC1
    -0.9	45	1.3%	8.3%	-6.4%	0.0%	i	44.8	i	0.3	-0.2%	nt
Cc1ccc(S(=O)(=O)N(C)C[C@H]2Oc3c(NC(=O)Nc4cccc5ccccc45)cccc3C(=O)N([C@@H](C)CO)C[C@@H]2C)cc1
    8.6	36	nt	5.0%	nt	nt	i	9.4	i	0.0	0.1%	nt
NCCCCCC(=O)N/N=C/c1ccc2nccnc2c1
    -1.5	39	1.4%	12.6%	nt	12.9%	i	38.3	i	0.4	3.3%	nt
COc1ccc(/C=N/n2c(-c3cccs3)n[nH]c2=S)cc1
    0.8	34	1.2%	?	3.0%	27.3%	i	59.8	i	1.8	-0.5%	0.8
O=C(Nc1nccs1)c1nc[nH]c1C(=O)NCc1ccccc1
    0.9	69	-0.2%	2.9%	nt	nt	i	39.3	i	1.4	-0.6%	nt
Cn1nc(C(C)(C)C)cc1C(=O)NCc1ccc(N2CCCC2=O)cc1
    -0.3	61	2.6%	5.0%	8.1%	11.1%	i	2.5	i	8.7	0.0%	1.1
